# GLS inh: qHTS for Inhibitors of Glutaminase (GLS); Glutaminase kidney isoform, mitochondrial (Homo sapiens), O94925; GLS enzymatic activity, qHTS titration; Potency, µM (highest dose often 45.5 µM), without a hit: at the highest dose activity change, negative = inhibition, actives largely listed as inhibitors; hit rate 0.21% among 410,000; AID 624170, 2012; note: potency is the fitted concentration of half-maximal effect
# Target sequence (O94925 whole entry, looked up, canonical isoform): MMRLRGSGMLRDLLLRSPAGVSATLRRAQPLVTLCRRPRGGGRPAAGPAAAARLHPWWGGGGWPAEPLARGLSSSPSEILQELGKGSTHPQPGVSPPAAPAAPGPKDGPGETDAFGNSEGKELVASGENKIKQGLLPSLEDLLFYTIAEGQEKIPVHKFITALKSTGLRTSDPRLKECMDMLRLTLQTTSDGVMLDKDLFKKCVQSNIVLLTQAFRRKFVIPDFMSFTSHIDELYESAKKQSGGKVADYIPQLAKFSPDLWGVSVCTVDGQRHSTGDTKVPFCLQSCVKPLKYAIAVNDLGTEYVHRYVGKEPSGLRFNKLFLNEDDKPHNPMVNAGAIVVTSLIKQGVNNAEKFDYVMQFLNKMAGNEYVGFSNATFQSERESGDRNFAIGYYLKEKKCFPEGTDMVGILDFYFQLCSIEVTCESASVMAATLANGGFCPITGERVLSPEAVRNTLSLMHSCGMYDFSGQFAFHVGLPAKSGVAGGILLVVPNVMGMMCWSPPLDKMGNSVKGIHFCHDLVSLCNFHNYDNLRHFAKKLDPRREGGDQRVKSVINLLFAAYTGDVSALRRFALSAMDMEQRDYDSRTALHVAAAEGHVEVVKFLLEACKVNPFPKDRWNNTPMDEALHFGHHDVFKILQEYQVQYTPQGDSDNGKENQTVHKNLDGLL
#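 hKGA in 45 mM KH2PO4 pH 8.2, 0.02% Tween-20 with pin-transferred compounds; 1 mM L-glutamine (stock) plus glutamate oxidase/HRP/Amplex Red coupling added. Fluorescence read initially and after 30 min at RT.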
# PI4K2A inh: qHTS for small molecular inhibitors of PI4K2A; purified PI4K2A, ADP-Glo luminescence, 1 h; hits give low values; Phosphatidylinositol 4-kinase type 2-alpha (Homo sapiens), Q9BTU6; hit rate 0.13% among 420,000; activity change, negative = inhibition, % at 76.9 µM; AID 1346378, 2018; in the data active = activity change below about -50%; inconclusive = mostly about -30% to -49%;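 note: -100% = wells without enzyme as full effect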
#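 ADP-Glo luminescence measured ADP generated by PI4K2A enzyme (4 ug/mL before mixing) with 1.2 mM PI substrate (pre-mix) and 300 microM ATP (pre-mix). Tris pH7.5 buffer with MgCl2, Triton X-100; 1 h reaction at ambient temperature.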
# PGK inhibitor: qHTS Assay to Find Inhibitors of Phosphoglycerate Kinase; Potency, µM (doses to about 57.5 µM), without a hit: top-dose activity change, negative = inhibition, hits mostly inhibitors; PGK/GAPDH coupled, Kinase-Glo luminescence, 60 min; Phosphoglycerate kinase, glycosomal (Trypanosoma brucei brucei), P07378; hit rate 0.043% among 380,000; note: potency is the fitted concentration of half-maximal effect; nearly all actives have a fitted effect of over 60% in size
#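 Recombinant glycosomal PGK reaction used 1,3-bisphosphoglycerate generated in-well by GAPDH (100nM final) in 100mM TEA pH 7.6, 5mM MgCl2, 0.01% Tween-20. After 60 minutes at room temperature, ATP was read by Kinase-Glo Plus luminescence end-point.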
# Starred values were filed as active, the others as inactive; i = inactive; u = inconclusive. Unless noted, calls come from the whole dose curve; as a rule, active = well fitted curve in the direction sought with a large enough effect; inconclusive = small, poorly fitted or top-dose-only effect, or another doubt; inactive = no such curve, though single readings can be large; an effect the other way counts as inactive or inconclusive. Unless noted, % is set by controls: 0 for no effect and ±100 for the full control effect. These rows are one share of the data; rates above refer to the full screens.
PGK inhibitor,GLS inh,PI4K2A inh,mol
7%,-4%,-2,Cc1ccc(SCc2c(C(=O)N/N=C/c3cccs3)nnn2-c2nonc2N)cc1
-4%,-3%,-4,CCN1C(=O)[C@H]2[C@@H](c3ccc(C(F)(F)F)cc3)N[C@]3(CCCN(Cc4ccc(Cl)cc4)C3=O)[C@H]2C1=O
-8%,9%,-1,Cc1ccc(S(=O)(=O)NN=Cc2ccccc2Cl)cc1
6%,11%,5,C[C@H]1CN([C@@H](C)CO)C(=O)CCCn2nncc2CO[C@H]1CN(C)C(=O)Nc1ccc2c(c1)OCO2
-1%,1%,-3,COc1ccc(NC(=O)C2CC(=O)N(c3ccccc3F)C2)cc1S(=O)(=O)N1CCCCC1 (centres undefined)
2%,-3%,-4,CCN(CC)C(=O)C1=C(C)N(Cc2ccccc2)C(=O)C(CC(=O)NC2CCCCC2)C1 (centres undefined)
u,0%,-24,COC(=O)c1ccc(C(=O)OC)c(NC(=O)Cc2cccs2)c1
5%,-3%,-1,Cc1cccc(C(=O)OCC(=O)NC(=O)NC2CCCCC2)c1
-5%,1%,0,O=C(c1ccccc1)C1CC1c1ccccc1 (centres undefined)
-10%,-1%,-4,CSc1ncnc2c1ncn2CCCNCc1ccc2c(c1)OCO2
4%,16%,-2,CC(=O)N1N=C(N)SC1c1ccc(Cl)c(Cl)c1 (centres undefined)
-5%,3%,-6,O=C1C(N2CCOCC2)=Cc2cccc3cccc1c23
-5%,12%,-7,O=C(C[C@H]1C[C@@H]2c3cc(NC(=O)Nc4ccccc4F)ccc3O[C@@H]2[C@H](CO)O1)NCc1ccccn1
-2%,2%,3,CCc1ccccc1NC(=O)CNC(=O)c1ccc(S(=O)(=O)NCc2ccco2)cc1
4%,u,-25,Cc1cc(C)c(SSc2nnnn2-c2ccccc2)c(C)c1
-6%,0%,4,COC(=O)C1(C)CCCC2(C)C1CCC13OCC(CC21)C(O)(C(C)C)C3O (centres undefined)
1%,0%,0,CC1C(=O)N(Cc2cn(Cc3ccco3)nn2)CCS(=O)(=O)N1Cc1ccc(-c2ccccc2)cc1 (centres undefined)
i,-1%,-1,COC(=O)c1ccc(NC(=O)CN2CCC(NC(=O)c3ccccc3F)CC2)cc1
-4%,23%,5,CCN(CC)CCNc1c(C)cc(CO)c(Cl)c1C
-10%,-2%,8,O=c1ccn2c(n1)SC(c1ccccc1)C2 (centres undefined)
-3%,-7%,3,C[C@H](CO)NC(=O)c1[nH]cnc1C(=O)Nc1ccc(CNC(=O)OC(C)(C)C)cc1
3%,-3%,4,COc1cccc(S(=O)(=O)N(C)C[C@@H]2OCc3cnnn3CCCC(=O)N([C@@H](C)CO)C[C@H]2C)c1
-11%,0%,0,O=C(c1cccs1)N1C[C@@H](n2cc(C3CC3)nn2)[C@H](O)C[C@@H]1c1ccccc1
-7%,-2%,-2,CCCn1c(=S)[nH]c2cc(C(=O)N3CCN(C)CC3)ccc2c1=O
-7%,1%,-1,Cc1cccc(S(=O)(=O)N(C)C[C@H]2OCc3cn(nn3)CCCC(=O)N([C@H](C)CO)C[C@@H]2C)c1
-2%,-12%,3,C/C=C/c1cnc2c(c1)C(=O)N([C@H](C)CO)C[C@H](C)[C@@H](CN(C)C(=O)CN1CCOCC1)O2
-6%,1%,-1,CC(C)(C)OC(=O)N1CCN(C(=O)c2ncn3c2c(=O)[nH]c2ccccc23)CC1
0%,1%,5,C[C@@H]1CN([C@H](C)CO)C(=O)CCCn2cc(nn2)CO[C@H]1CN(C)C(=O)Nc1cccc(Oc2ccccn2)c1
6%,2%,3,COC(=O)c1c(C)[nH]c(C(=O)OC(C)C(=O)NC2CCCCC2C)c1C (centres undefined)
-8%,-5%,-6,CCOC(=O)C1(c2ccccc2)SC(C(=O)OCC)(c2ccccc2)S1 (centres undefined)
-2%,-7%,0,COc1ccc(NC(=O)CN(C)C(=O)c2cc(C)oc2C)cc1
-7%,9%,-1,O[C@H]1CN(Cc2cccs2)[C@@H](c2ccccc2)C[C@@H]1n1cc(-c2ccc(F)cc2)nn1
5%,3%,2,C[C@H](CO)N1C[C@H](C)[C@H](CN(C)S(=O)(=O)c2cccc(F)c2)Oc2ncc(-c3cccc(C(=O)N(C)C)c3)cc2C1=O
-6%,-4%,-3,COc1ccc(S(=O)(=O)N2CCCCCC2)cc1NC(=O)CCNC(=O)c1ccccc1Cl
-11%,2%,0,Cc1cccc(NC(=O)c2nc[nH]c2C(=O)Nc2cc(Br)ccc2F)c1
-9%,1%,-5,CN(CC(=O)Nc1c(Cl)cccc1Cl)CC(=O)N1CCc2ccccc21
1%,0%,1,C[C@@H]1CN([C@H](C)CO)C(=O)CCCn2nncc2CO[C@H]1CN(C)Cc1ccccc1C(=O)O
4%,4%,-3,O=S1(=O)CCN(Cc2cccnc2)CC1
-11%,-4%,-2,C[C@H](CO)N1C[C@H](C)[C@@H](CN(C)C(=O)c2ccc3ccn(C)c3c2)OCc2cnnn2CCCC1=O
0%,7%,-9,C[C@@H]1CCCCO[C@@H](CN(C)S(=O)(=O)c2ccccc2)[C@@H](C)CN([C@H](C)CO)C(=O)c2cc(N(C)C)ccc2O1
-5%,1%,-8,CCCCCCN1C[C@H](O)[C@@H](n2cc(COC(=O)c3ccccc3)nn2)C[C@@H]1c1ccc(C)cc1
-11%,-7%,-3,CCOC(=O)C(C#N)C(=N)C1C(=O)OC2CCCCC21 (centres undefined)
-4%,12%,7,C/C(=N/NS(=O)(=O)c1ccc(Br)cc1)c1cccc(NC(=O)C2CC2)c1
-8%,-8%,-6,N#Cc1cnc2nc1NCCCCCCC2
0%,3%,-3,CCN(CC(=O)Nc1ccccc1C(F)(F)F)C(=O)c1ccc(NC(=O)c2cccs2)cc1
i,-2%,-2,O=C(O)CN1C(=O)C2C3CCC(C3)C2C1=O (centres undefined)
4%,-3%,1,Cc1ccccc1S(=O)(=O)N(C)C[C@@H]1OCc2ccccc2-c2c(n(C)c3ccccc23)C(=O)N([C@H](C)CO)C[C@@H]1C
1%,8%,-2,Cc1[nH]c(=O)[nH]c(=O)c1C=CC(=O)NC(CO)CS(=O)Cc1ccccc1 (centres undefined)
-2%,4%,-3,C[C@H]1CCCCO[C@@H](CN(C)C(=O)NC2CCCCC2)[C@@H](C)CN([C@@H](C)CO)C(=O)c2cc(NC(=O)Cc3ccccc3)ccc2O1
-8%,20%,-4,O=C(NNC(=O)c1cccc(S(=O)(=O)Nc2ccccc2F)c1)c1ccncc1

# (cont.)
PGK inhibitor,GLS inh,PI4K2A inh,mol
-9%,-4%,-2,CC(C)C1C(=O)N(Cc2cn(CC3CCCCC3)nn2)CCS(=O)(=O)N1Cc1ccc(-c2ccc(F)cc2)cc1 (centres undefined)
-2%,-1%,-2,O=C(NCCCN1CCC(Cc2ccccc2)CC1)c1ccc(CS(=O)c2ccccc2Cl)o1 (centres undefined)
-9%,2%,2,C[C@@H]1CN([C@@H](C)CO)C(=O)c2cc(NC(=O)C3CCCCC3)ccc2O[C@@H](C)CCCCO[C@@H]1CN(C)C(=O)CCCN(C)C
-7%,-2%,2,C[C@H](CO)N1C[C@H](C)[C@@H](CN(C)C(=O)Nc2cccc(F)c2)Oc2ncc(Br)cc2C1=O
i,-2%,-4,CCN(CC)C(=O)C1=C(C)N(Cc2ccc(OC)cc2)C(=O)C(CC(=O)NCC2CCCCC2)C1 (centres undefined)
-11%,0%,8,CCC(=NNS(=O)(=O)c1ccc(C)cc1)c1ccc(OC)c(C)c1
5%,1%,3,CC1CCC(NC(=O)CN2CCN(S(=O)(=O)c3ccc(Br)s3)CC2)CC1 (centres undefined)
-9%,6%,1,COc1ccc(NC2CCCN(C(=O)c3ccccc3-c3ncc[nH]3)C2)cc1 (centres undefined)
-3%,-1%,1,CCc1ccc(/C=C2\SC(=S)N(CCCC(=O)NC3=NCCS3)C2=O)cc1
-7%,10%,-1,COC(=O)c1ccccc1NC(=O)CSc1nc2ccsc2c(=O)n1CCCCC(=O)O
-3%,-2%,9,CC(=O)CSc1nc2nccnc2[nH]1
-9%,0%,-3,C[C@@H]1CN([C@H](C)CO)C(=O)c2c(c3ccccc3n2C)-c2ccccc2CO[C@H]1CN(C)Cc1ccccc1
4%,0%,-1,CN1C(=O)N(CC(=O)c2ccc3c(c2)OCO3)C(=O)C12CCCCC2
-7%,3%,1,CC1=C(C(=O)N(C)C)CC(CC(=O)NCC2CCCCC2)C(=O)N1CCCN1CCCC1=O (centres undefined)
-3%,-1%,6,Cc1nnc(NC(=O)CCC2CCCCC2)s1
-13%,0%,0,CCN(Cc1ccccc1)C(=O)c1cccs1
-9%,2%,-3,C[C@H](CO)N1C[C@H](C)[C@H](CN(C)C(=O)c2ccncc2)OCc2cnnn2CCCC1=O
4%,0%,-3,CCN(CC)C(=O)C1=C(C)N(Cc2ccccc2)C(=O)C(CC(=O)NCCc2ccccn2)C1 (centres undefined)
i,-17%,-4,COc1ccccc1-c1cnc2c(c1)C(=O)N([C@@H](C)CO)C[C@H](C)[C@H](CN(C)C)O2
-6%,1%,-6,O=C(C1CCCCC1)N1C[C@@H](n2cc(-c3ccc(F)cc3)nn2)[C@H](O)C[C@@H]1c1ccc(Cl)cc1
-1%,6%,5,Cc1cc2c(Nc3ccccc3O)ncnc2s1
2%,2%,0,CC1=C(C(=O)N(C)C)CC(CC(=O)NCc2ccco2)C(=O)N1Cc1ccccc1 (centres undefined)
-6%,-2%,4,O=C(O)Cc1ccc2c(c1)Cc1cccnc1O2
-9%,1%,-3,CC(=O)c1c(C)[nH]c(C(=O)OCC(=O)c2ccc(Br)cc2)c1C
-9%,-4%,-8,O=C(Nc1cccc(Cl)c1)c1nc[nH]c1C(=O)Nc1ccccc1F

# Another view of some results above.
mol	PGK inhibitor	GLS inh	PI4K2A inh
COC(=O)c1ccc(NC(=O)CN2CCC(NC(=O)c3ccccc3F)CC2)cc1	i	-1%	-1
CCN(CC)CCNc1c(C)cc(CO)c(Cl)c1C	-4%	23%	5
O=c1ccn2c(n1)SC(c1ccccc1)C2 (centres undefined)	-10%	-2%	8
C[C@H](CO)NC(=O)c1[nH]cnc1C(=O)Nc1ccc(CNC(=O)OC(C)(C)C)cc1	-3%	-7%	3
COc1cccc(S(=O)(=O)N(C)C[C@@H]2OCc3cnnn3CCCC(=O)N([C@@H](C)CO)C[C@H]2C)c1	3%	-3%	4
O=C(c1cccs1)N1C[C@@H](n2cc(C3CC3)nn2)[C@H](O)C[C@@H]1c1ccccc1	-11%	0%	0

# The list goes on:
PGK inhibitor,GLS inh,PI4K2A inh,mol
i,3%,-5,Cc1ccc(NC(=O)c2sc3nc(N4CCOCC4)c4c(c3c2N)CCCC4)cc1
-7%,-2%,-5,CC(=O)N(C)C[C@H]1Oc2ncc(Br)cc2C(=O)N([C@H](C)CO)C[C@@H]1C
-4%,8%,6,O=C1CCC(C(=O)N2CCN(c3ccccc3)CC2)CN1Cc1ccc(Cl)cc1 (centres undefined)
-11%,-5%,-10,C[C@@H]1CCCCO[C@@H](CN(C)CC2CCCCC2)[C@@H](C)CN([C@H](C)CO)C(=O)c2cc(NS(=O)(=O)c3ccc(Cl)cc3)ccc2O1
1%,-1%,-6,COc1ccc(-c2nc(NC(=O)c3ccco3)sc2C)cc1
-4%,-12%,-3,COc1ccc(CN2C(=O)C(CC(=O)NCC3CCCCC3)CC(C(=O)N(C(C)C)C(C)C)=C2C)cc1 (centres undefined)
-2%,0%,1,Cn1nc(C(=O)NCC(=O)Nc2ccc(F)c(F)c2)ccc1=O
-1%,2%,-4,CN1OC[C@@H]2CN(S(=O)(=O)c3cccc(C(F)(F)F)c3)[C@H](c3ccc(-c4cc5ccccc5o4)cc3)C[C@@H]21
-1%,-6%,7,O=C1CCCCC1C(O)(C(=O)c1ccccc1)c1ccccc1 (centres undefined)
i,-6%,-2,COc1ccc(S(=O)(=O)N2CCCC(C(=O)NCc3cccnc3)C2)cc1C (centres undefined)
-1%,-3%,5,O=[N+]([O-])c1cccc(S(=O)(=O)Nc2ccccn2)c1
i,5%,-9,O=C(OCc1ccccc1)N1CCC2CC1c1ccc(N3CCOCC3)cc12 (centres undefined)

# One compound at a time (already shown). Order of screens: PGK inhibitor	GLS inh	PI4K2A inh
# O=C1CCCCC1C(O)(C(=O)c1ccccc1)c1ccccc1 (centres undefined) as listed: -1%	-6%	7
# O=C(OCc1ccccc1)N1CCC2CC1c1ccc(N3CCOCC3)cc12 (centres undefined) as listed: i	5%	-9
# Cc1ccc(NC(=O)c2sc3nc(N4CCOCC4)c4c(c3c2N)CCCC4)cc1 as listed: i	3%	-5

# Bioassay records deposited in PubChem BioAssay by National Center for Advancing Translational Sciences (NCATS).
